Screens deposited in PubChem by The Scripps Research Institute Molecular Screening Center.
GSTO1 inh – inhibitors of recombinant GSTO1, primary screen, counter-screen for RBBP9 inhibitor project, biochemical, fluorescence polarization. activity-based probe fluorescence polarization. inhibition, % at 5.96 µM. actives 1.1% (n = 300,000);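 active = inhibition above the campaign mean inhibition plus 3 SD, cut at about 35% in these data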;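 note: 0% = GSTO1-1 with DMSO and 100% = wells lacking GSTO1-1 enzyme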
PAFAH1B3 inh – PAFAH1B3 enzyme inhibitors, primary screen, biochemical, fluorescence polarization, human. recombinant PAFAH1B3, FP-rhodamine probe. inhibition, % at 3.39 µM. actives 0.28% (n = 340,000);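 active = inhibition above the screen-wide average of all tested compounds plus 3 SD, cut at about 25% in these data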;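 note: 0% = enzyme with DMSO only and 100% = wells lacking PAFAH1B3 protein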
pPAFAH FP inh – pPAFAH enzyme inhibitors, primary screen, biochemical, fluorescence polarization, human; Platelet-activating factor acetylhydrolase (Homo sapiens), Q13093; recombinant pPAFAH, FP-rhodamine probe fluorescence polarization; inhibition, % at 3.39 µM; actives 1.5% (n = 330,000);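 active = inhibition above the mean inhibition across the screen plus 3 SD, cut at about 25% in these data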;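 note: inhibitors block binding of the rhodamine activity-based probe so polarization drops; 0% = enzyme with DMSO and 100% = wells lacking pPAFAH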
PAD4 FP inh – human PAD4 inhibitors, primary screen, biochemical, fluorescence polarization, 1536-well format. Protein-arginine deiminase type-4 (Homo sapiens), Q9UM07. recombinant PAD4, RCA probe fluorescence polarization. inhibition, % at 6.36 µM. actives 0.41% (n = 330,000);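 active = percent inhibition above a cutoff equal to the mean of all tested compounds plus 3 SD, cut at about 15% in these data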;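 note: 0% = PAD4 with RCA probe and DMSO and 100% = probe without PAD4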
PAFAH2 FP inh – PAFAH2 enzyme inhibitors, primary screen, biochemical, fluorescence polarization, human; recombinant PAFAH2, FP-rhodamine activity probe; inhibition, % at 3.39 µM; actives 0.99% (n = 340,000);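 active = inhibition above the mean over all tested compounds plus 3 SD, cut at about 30% in these data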;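 note: inhibitors block probe labeling of enzyme so polarization drops; 0% = enzyme with DMSO and 100% = wells lacking PAFAH2 protein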
PAFAH1B2 inh – PAFAH1B2 enzyme inhibitors, primary screen, biochemical, fluorescence polarization, human; inhibition, % at 3.39 µM; recombinant PAFAH1B2, FP-rhodamine activity probe; actives 1.2% (n = 340,000); AID 492953, 2010;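 active = inhibition above the mean of all tested compounds plus 3 SD, cut at about 24% in these data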;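 note: 0% = enzyme with DMSO and 100% = wells lacking PAFAH1B2; many of its hits are not listed in these tables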
Target sequence (P68402 whole entry, looked up): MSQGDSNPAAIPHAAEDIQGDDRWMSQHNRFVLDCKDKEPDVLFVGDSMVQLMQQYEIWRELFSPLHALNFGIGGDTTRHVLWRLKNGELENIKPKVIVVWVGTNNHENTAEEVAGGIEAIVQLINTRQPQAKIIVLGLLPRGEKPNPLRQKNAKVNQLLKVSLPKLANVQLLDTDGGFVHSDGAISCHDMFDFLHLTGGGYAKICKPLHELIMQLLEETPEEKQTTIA
PME-1 inh – PME-1 inhibitors via competitive probe labeling, primary screen, biochemical, fluorescence polarization, FP-Rh probe, HTS. recombinant PME-1. Protein phosphatase methylesterase 1 (Homo sapiens), Q9Y570. inhibition, % at 5.9 µM. actives 0.53% (n = 320,000);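 active = inhibition above the campaign mean of all compounds plus 3 SD, cut at about 26% in these data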;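 note: competitive labeling of PME-1 active site by serine hydrolase directed probe; 0% = PME-1 with DMSO and 100% = wells lacking PME-1 enzyme; inhibitors block probe labeling so polarization falls and inhibition rises; many of its hits are not listed in these tables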
Target sequence (Q9Y570 whole entry, looked up): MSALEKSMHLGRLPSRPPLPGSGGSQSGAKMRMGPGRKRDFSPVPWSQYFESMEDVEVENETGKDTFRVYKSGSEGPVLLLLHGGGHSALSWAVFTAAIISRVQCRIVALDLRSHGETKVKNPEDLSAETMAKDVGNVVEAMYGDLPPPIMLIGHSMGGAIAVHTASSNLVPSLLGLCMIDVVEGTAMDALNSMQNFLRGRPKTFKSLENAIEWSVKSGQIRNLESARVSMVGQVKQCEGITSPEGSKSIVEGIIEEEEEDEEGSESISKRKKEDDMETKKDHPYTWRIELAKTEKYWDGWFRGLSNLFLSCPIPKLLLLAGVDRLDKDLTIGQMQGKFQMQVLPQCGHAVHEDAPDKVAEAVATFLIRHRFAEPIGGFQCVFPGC
LYPLA2 counter – LYPLA2 inhibitors, primary screen, counter-screen for PME1 inhibitor project, biochemical, fluorescence polarization, FP-Rh probe ABPP; inhibition, % at 5.9 µM; actives 0.38% (n = 320,000); recombinant LYPLA2;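 active = inhibition above the screen-wide mean plus 3 SD, limit set per campaign, cut at about 26% in these data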;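 note: 0% = LYPLA2 with DMSO and 100% = wells lacking LYPLA2 enzyme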
Target sequence (O95372 whole entry, looked up): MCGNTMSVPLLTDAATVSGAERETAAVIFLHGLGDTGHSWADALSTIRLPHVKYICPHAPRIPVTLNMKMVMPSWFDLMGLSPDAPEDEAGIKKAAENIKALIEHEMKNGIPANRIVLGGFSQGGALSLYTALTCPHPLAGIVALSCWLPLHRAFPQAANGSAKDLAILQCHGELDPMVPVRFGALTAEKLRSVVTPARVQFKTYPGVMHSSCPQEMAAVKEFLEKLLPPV
LYPLA1 inh – LYPLA1 inhibitors, primary screen, counter-screen for PME1 inhibitor project, biochemical, fluorescence polarization, FP-Rh probe ABPP | Acyl-protein thioesterase 1 (Homo sapiens), O75608 | recombinant LYPLA1 | inhibition, % at 5.9 µM | actives 0.16% (n = 320,000) | AID 2174, 2009;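 active = inhibition above the mean of all tested compounds plus 3 SD, set per campaign, cut at about 14% in these data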;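 note: inhibitors block serine hydrolase probe labeling of LYPLA1 so polarization falls; 0% = enzyme with DMSO and 100% = wells lacking LYPLA1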
* hit, by the source's call; / = not tested or not shown; & = joins results of further samples.

SMILES,GSTO1 inh,PAFAH1B3 inh,pPAFAH FP inh,PAD4 FP inh,PAFAH2 FP inh,PAFAH1B2 inh,PME-1 inh,LYPLA2 counter,LYPLA1 inh
C=Cc1ccc(Cn2c(C(=O)O)c(C=O)c3ccccc32)cc1,-4,6,-8,-6,2,4,-5,-3,-3
COC(=O)C(O)(c1ccc(NC(=S)NC(=O)c2ccc(Cl)cc2Cl)c(C)c1)C(F)(F)F (centres undefined),-2,2,2,2,0,-4,-15,-16,-5
CC1=CC(=O)C2=C(C)C[C@H](O)[C@@H]3[C@H](OC(=O)[C@H]3C)[C@@H]12,2,2,8,3,-7,0,-6,-2,-5
CCOC(=O)C1=C(N)OC2=C(C(=O)CCC2)[C@]12C(=O)N(CC(N)=O)c1ccccc12,-4,11,-1,2,1,7,-4,0,0
COc1cc(OC)c(OC)cc1CN1CCN(C(=O)Cc2ccccc2)CC1,-1,12,7,1,0,4,1,3,-1
Cc1ccc(CN2CCN(CC(=O)N3CCC4(CC3)OCCO4)C2=O)cc1,-3,3,3,6,-1,-2,-8,-12,-2
C=CCn1c(O)c(C(C)=NCCc2c[nH]c3ccccc23)c(=O)[nH]c1=O,3,6,3,2,7,5,0,2,-3
CC12CN3CCN(CC(C3)/C1=N/NC(N)=O)C2,3,7,5,6,8,6,-2,-1,4
COC(=O)C1=C(c2ccc(OC)c(OC)c2)C[C@@H]2CC[C@H]1N2C(=O)NCCNC(C)=O,/,-1,0,0,3,-6,1,4,3
CCc1ccccc1N1C(=O)CC(=O)NC1=O,-7,7,4,-3,3,1,-6,1,0
CC1CC2(O)c3no[n+]([O-])c3CCC2N1O (centres undefined),-8,6,-11,-8,8,3,-13,-3,-2
NC(=O)Cn1cc(C(=O)c2ccccc2)c2ccccc21,1,-7,2,0,2,-1,0,4,0
CC(=NCCN1CCCCC1)c1c(O)n(-c2ccc(Cl)cc2)c(=O)[nH]c1=O,0,3,6,-2,-6,1,1,-1,0
COc1ccc(Cn2c(O)c(/C=N/NC(=O)c3ccccc3O)c(=O)[nH]c2=O)cc1,6,20,27*,-1,18,23,-7,1,-8
CC(C)c1ccc(N2C(=O)NC(=O)/C(=C\C=C\c3ccco3)C2=O)cc1,-4,/,29*,-33,/,/,-8,-8,-3
CCN(CC)C(=O)c1ccc(NC(=O)c2cccc(F)c2)cc1,-1,2,9,-4,5,4,-1,1,2
C#CC(CC)(CC)NC(=O)Nc1ccc(OCC)cc1,1,5,-4,0,9,0,0,1,-1
Cn1c(O)c(C(=O)c2ccccc2)c(=O)n(C)c1=O,7,-2,10,5,3,0,0,12,6
COc1cc(C)c(CNCCc2c[nH]c3ccccc23)cc1C,-3,6,8,-2,3,3,5,3,7
CCCC(C)C(=O)NC1CCSC1=O (centres undefined),5,0,6,-2,2,2,-2,15,0
C[C@]12C=CC(=O)C=C1C=C[C@@H]1C2CC[C@]2(C)C(=O)CCC12 (some centres undefined),2,0,0,-8,2,5,-5,3,2
CCOC(=O)C1(c2ccccc2)Oc2ccccc2C(c2ccc(OC)cc2)=C1C(=O)OC (centres undefined),/,-2,6,5,-1,0,/,/,/
C[C@]12CC[C@H](O)CC1=CCC1C2CC[C@@]2(C)C1C[C@@H]1CC(=O)O[C@@H]12 (some centres undefined),/,9,0,-1,-2,-3,/,/,/
Cc1nn(Cc2ccccc2)c(Cl)c1C(=O)O,4,-2,0,1,10,0,-3,-7,0
CN1CCN(Cc2cc3c(cc2[N+](=O)[O-])OCO3)CC1,11,3,5,-3,8,-2,-8,-5,-2
O=c1[nH]c(=S)n(Cc2ccc(F)cc2)c(O)c1C=NCCCn1ccnc1,11,-2,3,-2,-16,30*,0,-8,-5
CCOC(=O)N(C)c1ccc(C(O)(C(=O)OCC)C(F)(F)F)cc1 (centres undefined),-9,4,2,0,4,4,2,-1,-5
Cc1nc2ccccc2c(=O)n1-c1cccc(C(F)(F)F)c1,-4,4,-1,5,-2,2,-1,1,2
CCN(CC)C(=O)c1ccc(NC(=O)CSc2nnnn2-c2cc(OC)ccc2OC)cc1,3,11,-6,-7,7,4,-4,-2,-1
COC(=O)C1=C(c2ccc(F)cc2F)C[C@@H]2CC[C@H]1N2C,/,6,5,0,3,-2,-3,4,0
COC(=O)C1=C(c2ccc(F)cc2OCc2ccccc2)C[C@@H]2CC[C@H]1N2C(=O)NCC1CC1,/,10,-2,3,11,2,2,0,2
O=C(c1cccc([N+](=O)[O-])c1)C12CN3CN(CN(C3)C1)C2,1,4,5,-2,9,13,4,-5,-4
COc1ccc(C(=O)CC2C(=O)N(C)C(=O)N(C)C2=O)cc1,2,2,3,-1,-6,3,2,2,1
CN(C)P(=NC(=S)c1cccn1C)(N(C)C)N(C)C,4,2,1,-1,0,1,1,1,-3
Cc1ccsc1CNCCc1ccccc1F,3,-2,-1,-2,-5,-3,4,2,-5
O=c1[nH]c(=O)n(CCc2ccc(F)cc2)c(O)c1C=NCCCN1CCOCC1,4,6,2,-4,0,4,-5,8,1
O=c1c2ccccc2nc(-c2ccco2)n1-c1ccccc1,-3,7,2,-2,6,2,0,3,0
NC(=O)CN1CC(c2ccccc2)CC1=O (centres undefined),0,-1,1,-4,7,6,6,0,-1
CNCCc1ccccc1,0,/,-1,-2,/,/,5,-4,2
Cc1ccc(S(=O)(=O)Nc2cc(C(=O)N3CCC4(CC3)OCCO4)ccc2N2CCCCC2)cc1,21,3,21,-4,60*,7,3,10,2
COc1ccc2c(c1OC)CN1CCc3cc4c(cc3C1C2)OCO4 (centres undefined),-8,8,5,0,-5,4,4,4,1
CCCCOCCCn1c(N)c(C(=O)OC(C)COC)c2nc3ccccc3nc21 (centres undefined),25,15,2,-4,-4,4,4,-4,0
O=C(N/N=C/c1c(O)n(CCC2=CCCCC2)c(=O)[nH]c1=O)c1ccccc1,-8,4,10,-3,9,12,5,0,-1
Fc1ccc(C(OCCN2CCCC2)c2ccc(F)cc2)cc1,5,2,5,4,-1,0,-1,7,3
O=C(Nc1cccc2ccccc12)c1nn(C23CC4CC(CC(C4)C2)C3)cc1Br,1,0,-1,-7,1,-2,-12,-8,-4
Cc1ccc(NC(=O)c2ccc(C)c(S(=O)(=O)N3CCCCC3)c2)nc1,-3,0,2,-1,5,4,-3,-1,1
COc1cccc(CNC(=O)CCC(=O)N2C[C@H]3C[C@H](C2)c2cccc(=O)n2C3)c1OC,-6,6,-3,2,3,4,2,7,0
COC(=O)C1=C(c2cccc(C#N)c2)C[C@@H]2CC[C@H]1N2C(=O)N1CCCCC1,/,4,0,-1,1,10,-8,-8,0
COc1ccc(CN2CCCC(C(=O)c3cccc(Cl)c3)C2)cc1 (centres undefined),2,-2,7,-5,-8,2,-3,4,1
COC(=O)C1=C(c2ccc(F)cc2OCc2ccccc2)C[C@@H]2CC[C@H]1N2C(=O)NCCNC(C)=O,/,-1,-3,-8,-7,-5,2,2,2
C=CCn1c(O)c(C(C)=NCc2cccnc2)c(=O)[nH]c1=O,-4,0,1,3,0,3,-3,4,2
O=C(c1cc(S(=O)(=O)N2CCOCC2)ccc1F)N1CCC2(CC1)OCCO2,1,1,1,2,2,2,-8,-2,-1
CC(C)(C)NC(=S)N1CCn2cccc2C1c1cccnc1 (centres undefined),2,3,3,-3,6,0,-3,4,0
CN1CCC(O)(c2ccc(Cl)cc2)C(C(=O)c2ccc(Cl)cc2)C1 (centres undefined),-4,2,1,1,4,10,-3,7,5
CNC(=O)Nc1ccc(C(=O)N/N=C\C23CC[C@@H](O)CC2(O)CC[C@@H]2[C@@H]3CCC3(C)C(C4=CC(=O)OC4)CCC23O)cc1 (some centres undefined),-5,2,0,-6,-9,0,0,-3,-1
CCCCCCn1c(O)c(C=NC2CCCCC2N)c(=O)[nH]c1=O (centres undefined),2,/,4,0,/,/,7,0,0
COC(=O)C1=C(c2ccc(C(C)=O)cc2)C[C@@H]2CC[C@H]1N2C(=O)NCCOc1ccccc1Cl,/,1,0,-2,-3,-2,-2,1,-2
C=CCN(CC=C)C(=O)Nc1ccc(OCC)cc1,6,5,-3,-1,-4,-2,3,-1,2
Cc1ccc(-c2ccc(=O)n(CCC(=O)N3CCC4(CC3)OCCO4)n2)cc1,12,2,1,-4,-4,3,5,1,-2
Cc1ccc2c(c1)CC1(CN2C)C(=O)NC(=O)N(c2cccc(C)c2C)C1=O (centres undefined),4,13,4,-1,0,-2,1,5,0
O=c1[nH]c(=O)n(CC2CCCO2)c(O)c1/C=C1\C=Nc2ccccc21 (centres undefined),2&0,15&10,1&0,-5&-7,18&8,4&-4,1&2,-4&-5,-2&0
NP(=O)(OCC(F)(F)F)Oc1ccc(Cl)cc1 (centres undefined),4,3,2,3,1,-3,28*,1,2
CC(=O)Cc1ccc(OC(C)C)cc1,16,1,-4,-1,-5,2,-9,-2,1

The list is partial; rates above refer to the full screens.
